PhoP GFP inhibition: PhoP regulon inhibitors, Salmonella typhi PhoP promoter GFP reporter, confirmatory (AID 1850) | Salmonella Typhi PhoP-promoter GFP reporter, fluorescence, 4 h; higher % means a stronger effect | one-dose inhibition, % at 50 µM; IC50 in µM for titrated hits | 0.33% of 310,000 active; in the data active = a potency from the dose series; inconclusive = inhibition mostly from about 25% at the one dose, without a potency; inactive = the rest, 99 in 100 with inhibition below about 19%;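 also: 0% = induced wells with vehicle and 100% = uninduced wells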
influenza NS1A: H1N1 influenza NS1A inhibitors, functional cell based assay (AID 504329); NS1A functional cell-based assay, percent inhibition; higher % means a stronger effect; one-dose inhibition, % at 12.5 µM; IC50 in µM for titrated hits; 0.3% of 340,000 active; in the data active = a potency from the dose series; inconclusive = inhibition above about 27% without an active follow-up result; also: strong numbers were not always called active
M. tuberculosis HTS: M. tuberculosis growth inhibition, HTS (AID 449762). one-dose inhibition, % at 25 µM; IC50 in µM for titrated hits. 0.59% of 330,000 active. M. tuberculosis H37Rv growth inhibition, 7H9 media; higher % means a stronger effect; in the data active = a potency from the dose series; inconclusive = inhibition above about 70% without an active follow-up result;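 also: bacterial growth assessed after seven days of incubation; strong numbers were not always called active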
VEEV TC-83 Vero: inhibitors of VEEV TC-83 cytopathic effect, confirmation, Vero cells (AID 588727); inhibition, % at 20 µM; hits with a dose series show IC50 in µM; 0.13% of 350,000 active; Vero cells, VEEV TC-83 cytopathic effect inhibition; higher % means a stronger effect; in the data active = a potency from the dose series; inconclusive = inhibition mostly from about 14% at the one dose, without a potency; inactive = the rest, 99 in 100 with inhibition below about 12%; also: strong numbers were not always called active
tuberculosis growth: growth inhibition of non-replicating M. tuberculosis (AID 488890); inhibition, % at 25 µM; hits with a dose series show IC50 in µM; Mycobacterium tuberculosis non-replicating, growth inhibition; higher % means a stronger effect; 0.39% of 320,000 active; in the data active = a potency from the dose series; inconclusive = inhibition mostly from about 82% at the one dose, without a potency; inactive = the rest, 99 in 100 with inhibition below about 76%;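 also: plate controls were DMSO cells for no effect and high antibiotic wells for full effect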
Numbers without * were called inactive; i = inactive; ? = inconclusive; . = no result given.

Results follow in this order: PhoP GFP inhibition, influenza NS1A, M. tuberculosis HTS, VEEV TC-83 Vero, tuberculosis growth
N#CCSc1nc2ccc(N3CCOCC3)cc2c(=O)n1CCc1ccccc1
  -4%, -11%, 13%, i, 31%
COc1ccc(NC(C)=O)cc1NC(=O)c1ccc(Cl)cc1
  -6%, -13%, -7%, 0.2%, 14%
O=C(CCCOc1ccccc1)NN1C(=O)NC2(CCCCC2)C1=O
  4%, -2%, -10%, 2.5%, -15%
O=C(COC(=O)C12CC3CC(CC(Cl)(C3)C1)C2)Nc1ccc2[nH]c(=O)[nH]c2c1
  ., -6%, -11%, 1.0%, -4%
CC(C)CC1(C)NC(=O)N(CC(=O)Nc2ccc(F)c(F)c2F)C1=O (stereo not drawn)
  ., 0%, -1%, 1.3%, 5%
COc1cc(OC)cc(C(=O)OC(C)C(=O)NC2CCCc3ccccc32)c1 (stereo not drawn)
  ., -21%, -8%, i, 6%
CN1CCc2c(C#N)c(N3CCCCC3)nc(N3CCOCC3)c2C1
  3%, ., 3%, ., -5%
COc1ccc(OC)c(-n2c(O)c(/C=C3\C=Nc4ccccc43)c(=O)[nH]c2=O)c1
  -1%, 5%, 6%, 0.6%, 5%
COc1ccc(OCc2cc(C(=O)N3CCCC(OC)C3)no2)c2ccccc12 (stereo not drawn)
  -1%, -21%, 0%, 4.0%, 9%
CCOC(CNC(=O)CN1C(=O)COc2ccc(S(=O)(=O)N3CCOCC3)cc21)OCC
  -10%, 8%, -3%, 0.8%, -1%
COc1cc(Cn2c(N)c(C#N)c3nc4ccccc4nc32)cc(OC)c1
  -10%, 0%, -4%, i, 0%
Cc1cc(C)n(-c2nc3sc4c(c3c3nnc(SCC(N)=O)n23)CC(C)(C)OC4)n1
  ., -16%, ., i, .
O=C(NCCc1ccccc1)C1CCN(Cc2cccc3ccccc23)CC1
  -3%, -4%, 15%, 0.6%, 26%
Cc1ccc(NC(=S)N/N=C2\CC3CC=CC23)c(C)c1 (stereo not drawn)
  2%, 5%, 1%, 0.4%, 12%
O=C(Cn1cncn1)N/N=C/c1ccncc1
  -5%, -13%, -6%, 0.3%, -12%
CC(Sc1nncs1)C(=O)NC1CCCCC1C (stereo not drawn)
  13%, -5%, 5%, 3.1%, -7%
Cc1ccc(C2=NOC3(CC(=O)N(c4ccc(C)cc4)C3=O)C2)cc1 (stereo not drawn)
  1%, 7%, 10%, 0.3%, -1%
COCCOC(=O)/C(=C/c1ccc(OC(=O)c2ccccc2)cc1)C(C)=O
  -4%, 1%, -4%, i, ?
O=C(O)c1cccc(NC2=C(n3nnc4ccccc43)C(=O)c3ccccc3C2=O)c1
  -6%, -30%, 3%, 1.6%, 26%
O=[N+]([O-])c1cccnc1Oc1ccccc1F
  3%, 8%, -2%, 1.9%, 3%
CCOC(=O)C(C)N1C(=O)S/C(=C/c2cc(C)n(-c3ccccn3)c2C)C1=O (stereo not drawn)
  6%, 7%, 65%, 4.5%, 20%
COc1ccc(CCN2C(=O)CCC2(C)C(=O)NCc2cccnc2)cc1OC (stereo not drawn)
  -8%, 7%, -2%, 2.9%, 11%
CCOc1ccc2nc(NC(=O)C3CCCN(S(=O)(=O)c4c(C)noc4C)C3)sc2c1 (stereo not drawn)
  -3%, 5%, -7%, 6.8%, 22%
COC(=O)/C=C(\C)NC(=O)c1ccccc1Cl
  0%, 3%, 3%, 2.6%, 8%
O=C(NCCCn1ccnc1)c1ccc(Cl)cc1
  1%, 98%, 4%, 2.3%, -7%
Cc1cc(C)c(NC(=S)NC(CO)(CO)CO)c(C)c1
  3%, 0%, -11%, 3.5%, 26%
CC(C)(C)n1nnnc1C(c1cccnc1)N1CCN(C(=O)c2ccco2)CC1 (stereo not drawn)
  2%, 3%, -8%, 0.6%, 3%
CC(OC(=O)c1ccc(-c2ccc([N+](=O)[O-])cc2)o1)C(=O)NC(N)=O (stereo not drawn)
  -4%, 16%, ?, 0.8%, 40%
O=C(Cn1nnc(-c2ccccc2F)n1)Nc1cccc2ncccc12
  -3%, 6%, -11%, i, -2%
Fc1cc(Br)cc(F)c1NC(=S)N1CCOCC1
  12%, -3%, 7%, 0.3%, -17%
Nc1ccc(N2CCN(c3cccc(Cl)c3)CC2)cc1
  2%, 10%, 2%, 0.1%, 66%
CCn1c(N)nc2c1c(=O)n(C)c(=O)n2C
  ., -1%, -9%, 0.1%, .
COc1cccc(SCc2noc(C(=O)NCCN(C)C)c2C(=O)NCCN(C)C)c1
  -3%, 5%, -3%, 0.5%, -1%
CC(Cc1ccccc1)NC(=O)/C=C/c1ccc(Cl)cc1 (stereo not drawn)
  -6%, -6%, 14%, 1.1%, 71%
COc1cccc(-n2nc(C(=O)Nc3ccc4c(c3)OCO4)c3ccccc3c2=O)c1
  1%, 6%, 3%, 9.6%, 2%
COc1cccc(-n2c(CCn3nc(C)c([N+](=O)[O-])c3C)n[nH]c2=S)c1
  -3%, 1%, -8%, 0.5%, -8%
C/C(=N\NC(=O)CNc1cccc(C(F)(F)F)c1)c1ccc(Br)cc1
  1%, -1%, 1%, 0.3%, 15%
CC1CCCC(C(=O)O)N1C(=O)CCSSCCC(=O)N1C(C)CCCC1C(=O)O (stereo not drawn)
  -17%, 1%, 17%, 0.9%, 10%
Cc1cc(C(F)(F)F)n2nc(-c3cnn(C)c3C(F)(F)F)c(Cl)c2n1
  -2%, 1%, 7%, 0.4%, 1%
Cc1cc(C(=O)Nc2cccc(S(=O)(=O)N3CCOCC3)c2)c2ccccc2n1
  ., -8%, -3%, 3.9%, 4%
COc1ccc(S(=O)(=O)N2CCN(c3ccc(F)cc3)CC2)cc1OC
  -4%, -16%, -2%, i, -7%
C=CC[C@@H](CC(=O)N[C@H](CO)Cc1ccccc1)C(=O)NCCOC(=O)[C@@H](CC=C)CC(=O)OC(C)(C)C
  ., -9%, 0%, 0.6%, 9%
Cc1nn(S(=O)(=O)c2cccc([N+](=O)[O-])c2)c(C)c1S(=O)(=O)N1CCOCC1
  -2%, -10%, -8%, 3.4%, 1%
O=C(OCC(=O)N1CCCc2ccccc21)c1cc(Br)ccc1O
  -16%, -1%, -7%, i, 9%
Nc1nc(-c2cccnc2)nn1C(=O)CCc1ccccc1
  3%, -7%, -7%, 4.9%, -11%
CC1=C(C(=O)Nc2ccccc2)S(=O)(=O)CCO1
  6%, 0%, 36%, i, .
COc1ccc(-c2nnc(SCC(=O)NCc3cccs3)n2CC(C)C)cc1
  9%, -5%, 7%, 0.0%, 10%
O=C(NC(=S)Nc1cc([N+](=O)[O-])ccc1O)C1CC1
  -12%, -1%, -10%, 4.4%, 64%
COc1ccccc1NC(=O)C1=C(C)Nc2nnnn2C1c1cccc(Br)c1 (stereo not drawn)
  -4%, -1%, -7%, 0.2%, 27%
COc1ccc(CCNC(=O)c2ccc(-c3ccc([N+](=O)[O-])cc3)o2)cc1OC
  -13%, -1%, -2%, 8.2%, .
COc1cccc(C(=O)N2N=C(c3ccccc3)CC2(O)C(F)(F)F)c1 (stereo not drawn)
  -3%, 1%, 4%, 0.3%, 70%
CCOC(=O)C1C2c3ccccc3O[C@@]1(C)N=C1SCC(=O)N12 (stereo partly drawn)
  -10%, 3%, -4%, i, -6%
O=C(CN1CCN(Cc2ccc3c(c2)OCO3)CC1)c1c[nH]c2ccccc12
  2%, 6%, -7%, i, 14%
COc1cc(C(O)C(=O)O)ccc1O (stereo not drawn)
  -8%, 2%, 0%, 0.3%, -6%
CCCOC(=O)c1ccc(-c2c(C)noc2-c2ccc(OC)cc2O)o1
  2%, 3%, 11%, i, -13%
CC(C)(C)NCC(=Cc1ccccc1)C(=O)c1ccccc1
  ., -26%, ., 11%, .
Fc1cccc(Cc2noc(CN3CCCCC3c3ccccn3)n2)c1 (stereo not drawn)
  -8%, 2%, 4%, 1.8%, -1%
CCOC(=O)c1ccc(-c2ccc(/C=N/NC(=O)CN(c3ccccc3Cl)S(C)(=O)=O)o2)cc1
  0%, -2%, 8%, 9.2%, -8%
COc1ccc(NC(=O)COC(=O)c2ccc(Br)o2)cc1OC
  9%, 16%, 3%, 0.4%, 36%
CC(=O)c1ccc(OC(=O)Cc2cccc3ccccc23)cc1
  -5%, 0%, 6%, i, 64%

Record cards, from the list above. Values in the order: PhoP GFP inhibition	influenza NS1A	M. tuberculosis HTS	VEEV TC-83 Vero	tuberculosis growth
`CCOC(=O)C1C2c3ccccc3O[C@@]1(C)N=C1SCC(=O)N12` (stereo partly drawn) is entered as -10%	3%	-4%	i	-6%
`CC(=O)c1ccc(OC(=O)Cc2cccc3ccccc23)cc1` is entered as -5%	0%	6%	i	64%
`COc1ccc(NC(=O)COC(=O)c2ccc(Br)o2)cc1OC` is entered as 9%	16%	3%	0.4%	36%

New compounds follow
Results follow in this order: PhoP GFP inhibition, influenza NS1A, M. tuberculosis HTS, VEEV TC-83 Vero, tuberculosis growth
CCC1CCCCN1CC(=O)Nc1ccc2c(c1)OCCO2 (stereo not drawn)
  ., -4%, 3%, 1.7%, -10%
O=C(Cc1ccccc1)NC(C(=O)O)C(O)c1ccc([N+](=O)[O-])cc1 (stereo not drawn)
  4%, 20%, -3%, i, 0%
CCc1nccn1S(=O)(=O)c1ccc(OC)c(OC)c1
  2%, 5%, -6%, 0.9%, .
C#CCN1C=CC(=O)[C@@H](OC(=O)Nc2ccccc2Br)[C@H]1c1ccccc1Br
  ., -5%, ., 1.9%, .
CN1CCN(CCNC(=O)c2ccc3nc(-c4ccc(F)cc4)c(-c4ccc(F)cc4)nc3c2)CC1
  -4%, 6%, 9%, >25µM*, 56%
CC(CCc1ccc(O)cc1)NC1C2CC3CC(C2)CC1C3 (stereo not drawn)
  -1%, 0%, -1%, i, -3%
Cc1cc(C)cc(NS(=O)(=O)c2ccc(NC(=S)NC(=O)c3cccs3)cc2)c1
  -4%, 28%, ?, 0.1%, ?
COc1ccc(N(CC(=O)NC2CCCCC2)C(=O)CNC(=O)c2cccs2)cc1
  13%, 4%, 3%, 0.7%, 2%
COc1ccc(CCn2c(=N)c(C(=O)NC3CCCC3)cc3c(=O)n4ccccc4nc32)cc1
  4%, 2%, 15%, 6.6%, 43%
COc1ccc(NC(=O)C2Cc3cc(S(=O)(=O)N4CCCCC4)ccc3N2C(C)=O)cc1Cl (stereo not drawn)
  -7%, -1%, 3%, 3.3%, 24%
CCOC(=O)c1c(C)[nH]c(C(=O)C(C)OC(=O)c2oc3ccccc3c2COC)c1C (stereo not drawn)
  -5%, -7%, -3%, 0.5%, 4%
CN(C)S(=O)(=O)c1cccc(-c2nnc(SCC(=O)NCCCCCC(=O)O)n2-c2ccc(F)cc2)c1
  2%, -3%, 2%, 0.3%, 25%
COc1cccc(CNC(=O)C2CCCN(c3nn4c(=O)cc(C)nc4s3)C2)c1OC (stereo not drawn)
  -16%, 3%, -6%, 0.8%, 47%
C#CCn1c(S(=O)(=O)Cc2ccc(OC)cc2)nc(-c2ccccc2)c1-c1ccccc1
  -3%, -3%, 0%, 0.8%, 16%
CC1(C)OC2OC3C(CNCCO)OC(c4ccccc4)OC3C2O1 (stereo not drawn)
  ., -2%, ., 4.8%, .
CCCNC(=O)[C@H]1N2C(=O)c3c(ccc(OC)c3OC)C2SC1(C)C (stereo partly drawn)
  7%, 5%, -6%, 0.5%, -8%
CNC(=O)C(=O)N1CCC2(CC1)OCCN2S(=O)(=O)c1ccc(C)cc1
  14%, -12%, 1%, 0.5%, -11%
CCOC(=O)c1cc2c(ccn2C)n1Cc1ccc(C#N)cc1
  2%, 9%, 3%, 0.2%, 16%
COc1ccccc1-c1sc2cc3c(cc2c1C#CC1(O)CCCCC1)OCO3
  ., 5%, 43%, 3.9%, 31%
COc1ccc(-n2c(-c3ccc(Br)cc3)c[n+]3c2CCCCC3)cc1
  9%, ., 0%, i, 4%

Among those listed so far, these contain a CF3 group:
Results follow in this order: PhoP GFP inhibition, influenza NS1A, M. tuberculosis HTS, VEEV TC-83 Vero, tuberculosis growth
C/C(=N\NC(=O)CNc1cccc(C(F)(F)F)c1)c1ccc(Br)cc1
  1%, -1%, 1%, 0.3%, 15%
Cc1cc(C(F)(F)F)n2nc(-c3cnn(C)c3C(F)(F)F)c(Cl)c2n1
  -2%, 1%, 7%, 0.4%, 1%
COc1cccc(C(=O)N2N=C(c3ccccc3)CC2(O)C(F)(F)F)c1 (stereo not drawn)
  -3%, 1%, 4%, 0.3%, 70%

High-throughput results: PubChem, Southern Research Specialized Biocontainment Screening Center
